PGC1a acetyl inh – modulators of PGC1a acetylation; inhibition, % at 15.6 µM; U2OS PGC1a acetylation, AlphaScreen anti-acetyl-lysine; with virally co-expressed GCN5 acetyltransferase; 350,000 tested, 0.17% active;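 active means every replicate shows inhibition of at least 40%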;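 further: 0% = neutral control wells and 100% = positive control wells; some results beyond the cut were filed as inactive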
ERAP1 HTS inh – blocks human ERAP1 aminopeptidase activity; AID 652197; recombinant ERAP1, Leu-AMC fluorescence, 60 min; 340,000 tested, 0.15% active; inhibition, % at 10.7 µM; Q9NZ08;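 active means mean replicate inhibition of at least 30%, or all replicates individually reaching that 30% level; inactive means mean below 30% and not every replicate reaching it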;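 further: 0% = neutral control wells and 100% = L-leucinethiol positive control wells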
Target sequence (Q9NZ08 whole entry, looked up): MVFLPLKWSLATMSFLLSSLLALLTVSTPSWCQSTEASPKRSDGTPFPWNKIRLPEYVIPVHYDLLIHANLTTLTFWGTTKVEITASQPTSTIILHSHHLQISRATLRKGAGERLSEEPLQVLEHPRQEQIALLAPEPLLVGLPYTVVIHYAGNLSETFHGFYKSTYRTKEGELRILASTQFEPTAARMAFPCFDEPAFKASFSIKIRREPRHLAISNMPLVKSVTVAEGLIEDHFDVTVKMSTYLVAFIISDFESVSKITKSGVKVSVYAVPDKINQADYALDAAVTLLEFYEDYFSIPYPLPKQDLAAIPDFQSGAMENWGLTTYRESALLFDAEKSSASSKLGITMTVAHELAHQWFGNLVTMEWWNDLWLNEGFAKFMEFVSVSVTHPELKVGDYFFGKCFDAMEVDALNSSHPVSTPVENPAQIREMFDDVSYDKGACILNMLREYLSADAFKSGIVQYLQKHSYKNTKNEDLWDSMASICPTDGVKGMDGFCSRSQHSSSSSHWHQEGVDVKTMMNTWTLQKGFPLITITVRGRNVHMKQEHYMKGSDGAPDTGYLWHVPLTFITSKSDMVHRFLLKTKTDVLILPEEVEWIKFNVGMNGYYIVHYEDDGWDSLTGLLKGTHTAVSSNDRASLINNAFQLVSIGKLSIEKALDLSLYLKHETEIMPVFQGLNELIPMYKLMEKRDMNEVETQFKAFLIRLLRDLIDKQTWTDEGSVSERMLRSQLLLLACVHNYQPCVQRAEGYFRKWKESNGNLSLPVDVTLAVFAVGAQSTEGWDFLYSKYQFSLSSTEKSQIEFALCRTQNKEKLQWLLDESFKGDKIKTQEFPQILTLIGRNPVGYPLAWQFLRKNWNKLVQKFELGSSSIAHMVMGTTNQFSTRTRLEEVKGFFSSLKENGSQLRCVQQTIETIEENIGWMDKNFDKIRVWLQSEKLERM
Cneo AK release – Cryptococcus neoformans lysis via adenylate kinase release; 360,000 tested, 0.2% active; C. neoformans lysis, adenylate kinase release luminescence, 4 h; normalised: neutral wells 0, clomiphene wells 100; lysis activity, % at 15 µM;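 active means mean lysis activity across replicates of at least 80%, whatever share of replicates individually reach that level; inactive means mean lysis activity below 80%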
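Assay system: log-phase C. neoformans yeast / Quantity: yeast cell density of 5 × 10^6 cells/mL / Medium: fresh YPD growth medium / Compound: single dose / Timing: static 4 h at 37 °C with compound, 1 h detection / Measured by: adenylate kinase release luminescence / Read-out: lysis from increased AK signal / Benchmarks: Clomiphene as positive lysis control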
LGR2 inh – blocks bursicon-induced cAMP signaling via Drosophila LGR2. HEK293 LGR2, CRE-luciferase, bursicon-stimulated, 4 h. inhibition, % at 9.99 µM. 380,000 tested, 0.35% active. AID 720647;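 active means drop in luminescence signal, shown as inhibition above about 50% in the replicate tests, limit read from the data, passing the limit was not always enough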;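 further: agonist challenge used bursicon conditioned medium at about half maximal strength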
C2C12 statin – suppression of simvastatin myotoxicity. 330,000 tested, 0.78% active. rescue of ATP level, % at 7.49 µM. C2C12 myotubes + simvastatin, ATP luminescence, 48 h; scaled: DMSO 0, geranylgeraniol control 100;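 active means mean ATP rescue above about 67%, or every replicate alone reaching that limit, limit read from the data, passing the limit was not always enough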;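 further: myotubes were challenged with 10 µM simvastatin during compound exposure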
SIRT5 block – inhibitors of human sirtuin-5 desuccinylase; Q9NXA8; Purified SirT5, succinyl-peptide AMC, trypsin-coupled fluorescence; inhibition, % at 15 µM; 330,000 tested, 1.1% active; AID 652115; in the data active means inhibition above about 15%
XiGFP reactiv – X-chromosome reactivation activator. XiGFP mouse fibroblasts, % GFP-positive cells imaging, 3 d; cells co-treated with 5-aza-dC sensitizer; scaled so ellipticine positive control = 100%. activation, % at 7.58 µM. 360,000 tested, 0.055% active. AID 743238;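 active means mean normalized replicate activation at least 10% and every replicate at or above 10%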;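 further: 0% = median of on-plate neutral control wells and 100% = ellipticine 6 µM median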
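Assay system – SV40-immortalized XiGFP fibroblast cells, line 68-5-11 · Buffer or medium – DMEM supplemented with 5-aza-dC as sensitizing agent · Dosing – one concentration, pinned · Benchmarks – positive control ellipticine, 6 µM final · Times – 3 days compound exposure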
S100A4 MyoIIA – S100A4-myosin IIA interaction inhibition; S100A4/TAMRA-MyoIIA peptide fluorescence polarization; inhibition, % at 10.7 µM; 360,000 tested, 0.14% active; AID 652163;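 active means mean inhibition of at least 70% across replicates, with every replicate also reaching that level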
Target sequence (P26447 whole entry, looked up): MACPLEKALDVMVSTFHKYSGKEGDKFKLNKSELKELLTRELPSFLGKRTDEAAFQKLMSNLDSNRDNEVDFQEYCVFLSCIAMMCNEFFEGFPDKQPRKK
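Test system: S100A4 monomer protein; Medium: HEPES pH 7.2 with CaCl2, KCl, NaCl, DTT, Triton; Probe or stimulus: TAMRA-labelled myosin IIA heavy-chain peptide probe, 5 nM; Doses: one dose per compound; Times: polarization read 5 min after assay mix addition, stable 5–60 min; Benchmarks: neutral control DMSO, positive control TFP.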
* marks the source's active call; other numbers are inactive results; x = no result given; & = joins results of further samples. This is a subset, so the mix of outcomes need not match the whole.

SMILES | PGC1a acetyl inh | ERAP1 HTS inh | Cneo AK release | LGR2 inh | C2C12 statin | SIRT5 block | XiGFP reactiv | S100A4 MyoIIA
Cc1ccccc1N(CC(=O)NCc1ccco1)C(=O)CNS(=O)(=O)c1ccc(F)cc1 | x | -3 | 2 | 21 | -2 | 14 | 0.0 | -9
Cc1ccc2nc(-c3ccc(O)cc3)c(Nc3ccc4c(c3)OCCO4)n2c1 | x | 0 | -2 | 5 | 23 | -1 | 0.0 | -9
Cc1nn(Cc2ccccc2)c(C)c1NC(=O)CSc1nc(-c2ccccc2)nc2c1cnn2-c1ccccc1 | 4 | x | -1 | 19 | 9 | x | x | x
C=CCOc1ccc(/C=C/C(=O)OCC(=O)NC2CCCCCCC2)cc1 | x | -4 | -2 | 1 | 1 | -1 | 0.2 | -14
CO[C@@H]1CN(C)C(=O)c2cc(NS(=O)(=O)c3ccccc3)ccc2OC[C@@H](C)N(C(=O)NC(C)C)C[C@H]1C | 6 | -5 | -2 | -7 | 3 | 2 | 0.4 | 2
C/C=C/c1ccc([C@@H]2[C@@H](CN(C)C(=O)CC3CC3)N(C(=O)C3CC3)[C@H]2CO)cc1 | 4 | x | 0 | 15 | -4 | x | 0.3 | x
COCC#Cc1ccc2c(c1)O[C@@H](CN(C)S(=O)(=O)c1ccc(C)cc1)[C@@H](C)CN([C@H](C)CO)S2(=O)=O | -17 | -1 | 0 | 0 | -28 | 14 | -1.4 | -9
O=C(Nc1cccc(O)c1)c1ccc([N+](=O)[O-])cc1Cl | x | -2 | -8 | 1 | 0 | -3 | 0.4 | 3
CCCNC(=O)[C@H]1[C@H](CO)[C@H]2Cn3c(ccc(C4=CCCC4)c3=O)[C@@H]1N2S(C)(=O)=O | -1 | x | x | -12 | 1 | x | 0.0 | x
COCC#Cc1ccc([C@@H]2[C@@H](CO)N3C(=O)CN(C(=O)c4ccncc4)C[C@H]23)cc1 | -1 | 5 | x | 19 | x | -3 | 0.0 | 1
CCCCn1c(N)c(N(CC)C(=O)c2cc(S(=O)(=O)N3CCN(CC)CC3)ccc2Cl)c(=O)[nH]c1=O | x | 0 | -9 | 14 | -1 | 0 | 0.0 | 6
CC1CN(C(=O)CSc2nnc(-c3ccc(Cl)cc3)n2C)CC(C)O1 (configuration not stated) | 2 | x | -1 | -1 | 4 | x | x | x
O=C1CSC(c2ccc([N+](=O)[O-])cc2)N1CCN1CCCCC1 (configuration not stated) | 9 | 0 | x | -1 | x | -2 | 0.0 | 1
Cc1cc(C)c(S(=O)(=O)N2CCOCC2)cc1NS(=O)(=O)c1cc(OCC(N)=O)c(C)cc1Cl | x | -2 | x | 20 | -5 | -2 | 0.1 | -16
CCCC[n+]1ccn(C2=C([O-])c3ccccc3C(=O)/C2=N\S(=O)(=O)c2ccc(Cl)cc2)c1 | -11 | -4 | x | 5 | x | -3 | -0.1 | 6

An excerpt of these results, with two lines to a compound:
Under each structure – PGC1a acetyl inh	ERAP1 HTS inh	Cneo AK release	LGR2 inh	C2C12 statin	SIRT5 block	XiGFP reactiv	S100A4 MyoIIA
Cc1cc(C)c(S(=O)(=O)N2CCOCC2)cc1NS(=O)(=O)c1cc(OCC(N)=O)c(C)cc1Cl
→ x	-2	x	20	-5	-2	0.1	-16
Cc1nn(Cc2ccccc2)c(C)c1NC(=O)CSc1nc(-c2ccccc2)nc2c1cnn2-c1ccccc1
→ 4	x	-1	19	9	x	x	x

Remaining list, next part:
SMILES | PGC1a acetyl inh | ERAP1 HTS inh | Cneo AK release | LGR2 inh | C2C12 statin | SIRT5 block | XiGFP reactiv | S100A4 MyoIIA
O=C(CSc1ncn[nH]1)c1ccc(OC(F)F)cc1 | 5 | -3 | x | 13 | x | 0 | 0.1 | -1
C=C(C)CN1CCN(c2c(CCC#N)c(C)c(C#N)c3nc4ccccc4n23)CC1 | -2 | x | 3 | 27 | -19 | x | x | x
CC(=O)Nc1ccc(NC(=O)CSc2nnc(-c3ccc4c(c3)OCO4)o2)cc1 | -4 | 0 | -1 | 3 | 0 | 2 | 0.1 | 1
COc1ccc2[nH]c3c(c2c1)CCN1C(=O)C(CC(=O)NCc2ccc(OC)c(OC)c2)C[C@H](C(=O)N(C(C)C)C(C)C)[C@@]31C (some centres not stated) | x | 10 | 2 | -3 | 9 | -5 | 0.2 | 2
CCOc1ccc(Nc2cc(C)nc3c(C)cccc23)cc1 | -21 | -1 | 4 | 13 | -8 | -1 | 0.0 | -1
Cc1cc(C(=O)CN2C(=O)CN(C)C2=O)c(C)n1-c1cccc(S(=O)(=O)N2CCOCC2)c1 | x | 7 | x | 15 | x | -3 | 0.0 | -1
O=C(N[C@@H]1CC[C@H](CCNC(=O)C2CC2)O[C@@H]1CO)c1ccccn1 | -3 | 0 | -3 | 8 | 3 | -3 | -0.4 | 4
Cn1c(COc2ccccc2)nc2ccccc21 | 17 | 7 | -2 | -53 | -1 | 5 | 0.1 | -2
COCC(=O)N1CCC(c2nc3ccccc3[nH]2)CC1 | x | 7 | 0 | 4 | -5 | -3 | -0.1 | -13
O=C(Cn1cc2c(n1)CCCC2)NCCCN1CCN(C2CCCCC2)CC1 | x | -3 | 1 | 9 | 0 | x | 0.3 | -3
C[C@H]1CCCCO[C@H](CN(C)Cc2ccncc2)[C@@H](C)CN([C@@H](C)CO)C(=O)c2cc(NC(=O)NC3CCCCC3)ccc2O1 | 13 | 1 | -3 | -4 | -1 | -6 | 0.2 | 8
NC(=O)c1ccc(NC(=O)COC(=O)c2c3c(nc4ccccc24)/C(=C\c2ccc4c(c2)OCO4)CCC3)cc1 | x | -1 | x | 16 | x | -2 | 0.1 | -3
COC(=O)CC1C(=O)NCCN1C(=O)c1ccc([N+](=O)[O-])cc1 (configuration not stated) | 6 | -1 | 2 | -6 | -8 | -3 | -0.1 | -2
CO[C@H]1CN(C)C(=O)c2ccc(NC(=O)NC(C)C)cc2OC[C@H](C)N(Cc2ccc(-c3ccccn3)cc2)C[C@@H]1C | -1 | 4 | x | -5 | x | 6 | 0.4 | -7
CCCC(=O)Nc1ccc(-c2nc3ncccc3o2)cc1 | x | 0 | -3 | -39 | -8 | -3 | 0.0 | -5
CCn1c(CNC(=O)c2ccccc2F)nnc1SCC(=O)NC1CCCCC1C (configuration not stated) | x | -3 | x | -20 | x | 0 | 0.1 | 11
CS(=O)(=O)Nc1ccc(C2=NN(S(C)(=O)=O)C(c3cccs3)C2)cc1 (configuration not stated) | -4 | 4 | x | -23 | -1 | -8 | 0.0 | 3
CCOC(=O)[C@]12CCCC=C1N(Cc1ccco1)C(=O)[C@H](CC(=O)N1CCN(C(=O)C3CC3)CC1)C2 | x | x | x | -29 | x | -3 | -0.1 | 1
Cc1cc(=O)oc2c(C)c(OCC(=O)c3ccccc3)ccc12 | 16 | 0 | 3 | -6 | -6 | -2 | 0.0 | 2
COc1ccc(CN(C)C[C@@H]2Oc3ccc(NS(C)(=O)=O)cc3C(=O)N([C@@H](C)CO)C[C@H]2C)cc1 | 1 | 1 | 0 | -2 | 0 | 0 | 0.2 | 6
O=C(c1ccncc1)N1C[C@H]2[C@@H](c3ccccc31)[C@@H](CO)N2C(=O)Nc1ccc(F)cc1 | -6 | 0 | 8 | -9 | 9 | 13 | 0.1 | 0
N#Cc1cccc(NC(=O)Cn2cnc(S(=O)(=O)N3CCCC3)c2)c1 | 6 | -2 | 0 | 11 | -6 | -5 | 0.0 | 43
CCOc1ccccc1C=C1CCc2ccccc2C1=O | -1 | -2 | 3 | -25 | -15 | x | 0.0 | 1
O=C(c1ccc(Cl)cc1)C(CN1CCCC1)c1ccccc1 (configuration not stated) | x | -2 | 0 | 14 | -33 | 0 | 0.0 | -3
COc1ccc(CN(C)C(=O)c2cc(S(=O)(=O)Nc3ccccc3F)ccc2C)c(OC)c1 | x | 0 | 21 | 3 | 9 | 1 | 0.0 | -2
COc1ccc(OC)c(NC(=O)CSc2nc3n[nH]c(C)c3c(=N)n2-c2cccc(Cl)c2C)c1 | x | -1 | 12 | -2 | -1 | -3 | 0.1 | -6
Cc1ccc2nc(-c3ccccc3)cc(C(=O)N(C)CC(=O)Nc3ccccc3Br)c2c1 | x | 1 | x | 10 | -11 | 8 | 0.1 | 5
COc1ccc(NC(=O)Nc2cccc3c2O[C@H](CN(C)C(=O)Nc2ccccc2)[C@@H](C)CN([C@H](C)CO)C3=O)cc1 | 1 | 0 | -7&1 | -3&-1 | -1&8 | -4 | 0.0&0.1 | -1
COc1ccc(CNC(=O)CNC(=O)[C@@H]2Cc3ccccc3CN2)cc1 | 2 | -2 | -4 | -6 | 12 | -1 | 0.0 | 4
C[C@@H]1CN([C@@H](C)CO)C(=O)c2cc(NS(C)(=O)=O)ccc2O[C@@H]1CN(C)Cc1ccc(Oc2ccccc2)cc1 | 7 | 2 | -8 | 27 | 64 | -1 | 0.2 | 2
CC(NC(=S)NCCc1ccccc1)C(c1cccs1)N1CCN(Cc2ccccc2)CC1 (configuration not stated) | x | 1 | 3 | 15 | -19 | 0 | 0.1 | -2
CCC(C)N(C(=O)COc1ccccc1C#N)C1CCS(=O)(=O)C1 (configuration not stated) | x | -1 | 2 | -5 | 4 | -2 | 0.0 | 3
C[C@@H]1CN([C@H](C)CO)C(=O)c2cccc(NC(=O)Nc3ccc(F)cc3)c2O[C@@H]1CN(C)S(=O)(=O)c1cccs1 | 19 | -3 | -3 | -16 | 57 | -1 | -0.1 | 1
CCOC(=O)C1C2C=CC(CC2)N1c1ccccc1 (configuration not stated) | -4 | -3 | 3 | -16 | 8 | 6 | 0.1 | 0
O=C(c1cccc(F)c1)N1CC(=O)N2[C@H](CO)[C@H](c3ccc(-c4ccccc4F)cc3)[C@@H]2C1 | -12 | 0 | x | 4 | x | 2 | 0.1 | -2
O=C(Cc1ccc(S(=O)(=O)N2CCOCC2)s1)N1CCN(S(=O)(=O)c2ccc(Cl)cc2)CC1 | 3 | 2 | -1 | x | 11 | 1 | 0.0 | -8
COc1cccc(NC(=S)/C(=C(\[O-])c2ccc([N+](=O)[O-])cc2)[n+]2ccccc2)c1 | 2 | -4 | -2 | -25 | 6 | -6 | 0.1 | 2
CCCN1[C@@H]2c3ccc(-c4ccccc4)c(=O)n3C[C@@H]2[C@@H](CO)[C@@H]1C(=O)N[C@@H](C)c1ccccc1 | x | 2 | -1 | -8 | 35 | 3 | 1.8 | 0
C=CCNC(=S)Nc1cccc2[nH]ncc12 | 4 | -2 | x | -3 | x | 1 | 0.0 | -4
CCCC(O)C#Cc1cnc2c(c1)C(=O)N([C@H](C)CO)C[C@H](C)[C@H](CN(C)C(=O)NC1CCCCC1)O2 (some centres not stated) | -3 | -3 | -1 | -10 | -11 | 1 | 0.0 | -24
N=c1sccn1CC(=O)Nc1ccc([N+](=O)[O-])cc1Cl | -6 | -1 | x | 0 | x | 1 | 0.0 | 0

2 of these compounds, set out differently:
smiles,PGC1a acetyl inh,ERAP1 HTS inh,Cneo AK release,LGR2 inh,C2C12 statin,SIRT5 block,XiGFP reactiv,S100A4 MyoIIA
C[C@@H]1CN([C@H](C)CO)C(=O)c2cccc(NC(=O)Nc3ccc(F)cc3)c2O[C@@H]1CN(C)S(=O)(=O)c1cccs1,19,-3,-3,-16,57,-1,-0.1,1
CC(NC(=S)NCCc1ccccc1)C(c1cccs1)N1CCN(Cc2ccccc2)CC1 (configuration not stated),x,1,3,15,-19,0,0.1,-2

Screens: PubChem BioAssay, Broad Institute
